SNCA expr inhib – inhibitors of alpha-synuclein (SNCA) gene expression; HEK-293 SNCA-luciferase knock-in, luminescence, 24 h; Potency, µM (top dose mostly 57.2 µM), without a hit: top-dose activity change, negative = inhibition, most hits filed as inhibitors; actives 0.17% (n = 140,000);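 also: potency is read from the fitted curve at half-maximal effect; plate controls were DMSO cells for no effect and cell-free wells for full effect; nearly all actives have a fitted effect of over 45% in size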
GPT2 inh – inhibitors of human GPT2 alanine aminotransferase. Recombinant GPT2, coupled pyruvate oxidase/HRP Amplex Red fluorescence. Potency, µM (series often up to 57.7 µM), without a hit: at the highest dose activity change, negative = inhibition, usual class: inhibitors. actives 0.25% (n = 100,000); also: potency is read from the fitted curve at half-maximal effect; nearly all actives have a fitted effect of over 60% in size; many of its hits are not listed in these tables
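Fluorescence read-out: pyruvate from GPT2 turnover coupled to pyruvate oxidase, HRP and Amplex Red (0.2mM ThPP, 0.2U/mL PO and HRP, 50uM Amplex final). Substrates 250uM a-KG, 2mM L-alanine; enzyme 10ng/uL; 30 min RT.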
FLuc inh – blocks purified firefly luciferase enzyme activity; purified P. pyralis luciferase, luminescence, biochemical; Potency, µM (titrated, usually from 115 µM), for the others: at the highest dose activity change, negative = inhibition, usual class: inhibitors; actives 2.5% (n = 76,000); also: potency is read from the fitted curve at half-maximal effect; nearly all actives have a fitted effect of over 65% in size
Target sequence (P08659 whole entry, looked up): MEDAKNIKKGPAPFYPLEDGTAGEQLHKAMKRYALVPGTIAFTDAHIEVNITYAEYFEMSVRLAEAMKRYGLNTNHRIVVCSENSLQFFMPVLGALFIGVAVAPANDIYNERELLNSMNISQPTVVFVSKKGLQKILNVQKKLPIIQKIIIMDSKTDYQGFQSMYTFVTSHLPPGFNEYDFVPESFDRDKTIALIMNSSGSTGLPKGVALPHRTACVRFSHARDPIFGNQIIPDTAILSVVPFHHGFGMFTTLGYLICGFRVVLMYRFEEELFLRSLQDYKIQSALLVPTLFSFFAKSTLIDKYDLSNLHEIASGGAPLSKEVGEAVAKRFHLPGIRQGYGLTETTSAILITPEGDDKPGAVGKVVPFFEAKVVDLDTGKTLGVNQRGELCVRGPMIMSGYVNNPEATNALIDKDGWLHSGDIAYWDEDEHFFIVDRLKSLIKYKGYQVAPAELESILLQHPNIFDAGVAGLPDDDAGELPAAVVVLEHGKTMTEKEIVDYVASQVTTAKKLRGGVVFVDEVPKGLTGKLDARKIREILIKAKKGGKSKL
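FLuc 10nM, D-luciferin 10uM, ATP 10uM, Mg acetate 10mM, Tris acetate pH 7.5, Tween/BSA; cpd qHTS; enzyme added last; CCD luminescence.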
NIH3T3 tox – NIH 3T3 cell cytotoxicity; NIH 3T3 viability, CellTiter-Glo ATP luminescence, 48-72 h; actives 4.3% (n = 94,000); Potency, µM (doses to about 96.7 µM), for the others: top-dose activity change, negative = cytotoxicity, usual class: inhibitors; AID 1345082; also: potency is read from the fitted curve at half-maximal effect; nearly all actives have a fitted effect of over 55% in size
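Cytotoxicity is measured as loss of cellular ATP: NIH 3T3 cells (400/well) are exposed to compound for 48 or 72 hr at 37 °C, then CellTiter-Glo luminescence is imaged after 10 min at room temperature.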
HEK cytotox – kills HEK 293 cells. HEK 293 viability, ATP luminescence (CellTiter-Glo), 48-72 h. Potency, µM (series often up to 115 µM), without a hit: at the top dose activity change, negative = cytotoxicity, actives largely listed as inhibitors. actives 6.6% (n = 94,000); also: potency is read from the fitted curve at half-maximal effect; nearly all actives have a fitted effect of over 60% in size
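HEK 293 cells seeded at 250 cells/well were exposed to compound for 48 or 72 hr at 37 degree Celsius. Viability taken as ATP content by CellTiter-Glo luminescence.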
IP6K1 inh – IP6K1 kinase inhibition | Q92551 | IP6K1 kinase, ADP-Glo luminescence, 2 h; active compounds read low | activity change, % (series mostly up to about 58 µM) | actives 0.81% (n = 140,000); in the data active = activity change below about -25%
Target sequence (Q92551 whole entry, looked up): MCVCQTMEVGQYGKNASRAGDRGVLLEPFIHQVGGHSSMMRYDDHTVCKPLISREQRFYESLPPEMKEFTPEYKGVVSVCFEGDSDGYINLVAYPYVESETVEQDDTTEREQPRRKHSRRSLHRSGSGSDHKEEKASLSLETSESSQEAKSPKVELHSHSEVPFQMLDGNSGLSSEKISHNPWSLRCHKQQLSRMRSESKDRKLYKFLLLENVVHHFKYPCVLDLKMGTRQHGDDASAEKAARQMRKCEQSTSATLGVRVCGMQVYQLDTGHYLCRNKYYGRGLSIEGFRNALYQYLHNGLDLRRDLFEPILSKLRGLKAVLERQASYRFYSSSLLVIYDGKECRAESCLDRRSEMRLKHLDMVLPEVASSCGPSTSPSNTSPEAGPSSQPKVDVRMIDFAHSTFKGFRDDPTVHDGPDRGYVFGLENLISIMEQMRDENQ
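ADP-Glo luminescence measures ADP made by human IP6K1 during a 2 h RT reaction with ATP/IP6 (mix at 1.3 mM/130 uM); top library doses 57.5 and 19.1 uM final.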
SNCA viab count – reduces viability of HEK-293 SNCA reporter cells | HEK-293-SNCA-luc viability, GF-AFC fluorescence, 24 h | Potency, µM (highest dose often 57.1 µM), without a hit: at the top dose activity change, negative = cytotoxicity, usual class: cytotoxic | actives 0.12% (n = 150,000) | AID 1671193;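 also: potency is read from the fitted curve at half-maximal effect; 0% = DMSO-treated cells and -100% = medium-only wells without cells; nearly all actives have a fitted effect of over 30% in size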
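HEK-293-SNCA-luc cells (1500/well) plated 24 h, then exposed 24 h to a dilution series; GF-AFC added 30 min at 37C, fluorescence 405/540 nm; normalised to medium-only and DMSO wells, Hill fit.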
Active calls of the source: *; i = inactive; ? = inconclusive; · = no result given; [ ] = remark or other dose. Unless noted, calls follow the shape of the dose curve; as a rule, active = well fitted curve in the direction sought with a large enough effect; inconclusive = small, poorly fitted or top-dose-only effect, or another doubt; inactive = no such curve, though single readings can be large; an effect the other way counts as inactive or inconclusive. Unless noted, % is scaled to controls: 0 for no effect and ±100 for the full control effect.

SMILES | SNCA expr inhib | GPT2 inh | FLuc inh | NIH3T3 tox | HEK cytotox | IP6K1 inh | SNCA viab count
CC(C(=O)N1CCCC1)N1C(=O)COc2ccc(C(=O)COc3ccc(Cl)cc3)cc21 (configuration not stated) | -21% | -2% | -14% | ? | ? | -11 | ?
CC(C)C[C@H](NC(=O)Cn1nc2c(cc1=O)CCCCC2)C(=O)O | 31%[activator] | i | -14% | i | 6% | 2 | 6%
CCOC(=O)[C@@H]1[C@@H](OC)C(=O)N(C)C12CCN(C(=O)OCC(C)C)CC2 | · | · | · | ? | -6% | 7 | ·
Cc1ccc(SCc2nc(-c3ccc(C(=O)NCc4ccccc4Cl)cc3)oc2C)cc1 | 6% | · | · | · | · | 2 | 2%
CN1C(=O)CC[C@]2(C(=O)N3CCCCC3)CCCC[C@@H]12 | -4% | i | -7% | -28% | -16% | -6 | -7%
COc1cc(-c2noc(CN3CCN(c4ccccc4)CC3)n2)cc(OC)c1OC | -4% | · | · | · | · | 30 | -6%
CCOc1ccccc1CNc1ncnc2c1nc1n2CCCC1 | 34%[activator] | · | · | · | · | -11 | -9%
O=C1NCCN1C1CCN(Cc2cncs2)CC1 | -12%[87.6 µM] | i | · | 0%[138 µM] | i | -17 | -2%[87.6 µM]
COc1cccc(CCC(=O)NC2CCN(c3cc(C(F)(F)F)nc(C)n3)CC2)c1 | 4% | ? | 10% | -29% | -25% | 0 | -3%
COc1cccc(CC(=O)NCc2nnc3c(-c4nc(C)no4)cccn23)c1 | -6% | i | -2% | i | i | 5 | 5%
Cc1ccc2c(c1)c1c(c(=O)n(-c3ccccc3C)c(=O)n1CC(=O)NCc1ccccc1)n2C | 11% | · | · | · | · | 7 | ?
COc1ccc(-c2ccnc(N[C@H]3CO[C@H]4[C@@H]3OC[C@@H]4NS(=O)(=O)c3ccc4ccccc4c3)n2)cc1 | -21% | 3% | 10% | ? | 22µM* | -7 | -8%
COCC1CN(C2CCC2)CC12CCN(C(=O)c1ccc(F)c(F)c1)CC2 (configuration not stated) | 6% | 2% | 6% | ? | ? | -3 | -4%
COCC(=O)N(C1CCOCC1)C1CCN(C(=O)c2cccc(OC)c2)CC1 | 1% | 5% | 11% | i | -4% | -3 | 6%
c1ccc(CC2=NOC3(CCN(Cc4c[nH]c5ccccc45)CC3)C2)cc1 | -17% | -7% | · | 32µM* | 50µM* | -9 | -12%
COc1ccc(C(=O)N[C@H]2CC[C@]3(C)CC[C@@H]4[C@H](OC(=O)[C@H]4C)[C@H]3[C@@H]2C)cc1 | 7%[87.6 µM] | 1%[88.5 µM] | -2%[172 µM] | -10%[174 µM] | 4%[172 µM] | 10 | -12%[87.6 µM]
CCOc1ccccc1NC(=O)C(=O)NCC(c1cccnc1)N1CCN(c2ccccc2)CC1 (configuration not stated) | 26% | · | · | · | · | 7 | -8%
Cc1ccc(C(=O)N2CC[C@@H]3COCCN(C)[C@@H]3C2)s1 | 0% | i | 2% | ? | -6% | -11 | 10%
Cn1nccc1C(=O)N1CCC2(CC1)NCCc1c2[nH]c2ccccc12 | ? | 4% | -1% | -30% | ? | 39 | -2%[12.5 µM]
CCNC(=O)N1CCC(c2noc(-c3cnccn3)n2)C1 (configuration not stated) | 3% | i | 12% | -1% | 11% | 1 | 5%
CC1(COc2ccccc2)COc2ccc(C(=O)NC3CCC(O)CC3)cc2N1 (configuration not stated) | -26%[87.6 µM] | -17%[88.5 µM] | -18%[172 µM] | ? | ? | 1 | 14%[87.6 µM]
Cc1cccc(OCC2(CNC(=O)c3cc(C)on3)C[C@@H](O)[C@@H](O)C2)n1 (some centres not stated) | 30%[activator][87.6 µM] | -7%[88.5 µM] | -11%[172 µM] | 1%[174 µM] | i | -3 | 0%[87.6 µM]
CCOc1ccc(S(=O)(=O)n2c(C)nc3ccccc32)cc1 | · | -4%[27.3 µM] | · | · | · | -3 | 29%[23.9 µM]
COC(=O)[C@@H]1Cc2c([nH]c3ccccc23)[C@H]2C[C@@H](N3CCOCC3)C[C@@H](c3ccc(C(F)(F)F)cc3)N21 | ? | ? | 8% | 25µM* | 22µM* | -8 | -22%
CCN(CC)CCN(C(=O)c1ccco1)c1nc2ccc(Br)cc2s1 | 32%[activator] | · | · | · | · | 6 | 7%
Cc1ncc2c(c1CNC(=O)c1ccccc1C1CCNC1)CCNC2 (configuration not stated) | 9% | -7% | -9% | -1% | i | 14 | -2%
Cc1ccc(S(=O)(=O)N2CCC(Oc3ncccc3C(=O)N3CCOCC3)C2)cc1C (configuration not stated) | 12% | -1% | -7% | -13% | -6% | 13 | 2%
O=C(CCC1CCN(Cc2cn(-c3ccccc3)nn2)CC1)N1CCOCC1 | -2% | -12% | 6% | -8% | -11% | 11 | -1%
Cc1cc(C)c([S+](=O)([O-])c2nnn3c2nc(NC2CC2)c2ccccc23)c(C)c1 | 4% | 4% | · | -17% | -22% | 13 | -2%
CCOC(=O)c1c(C)oc2ncnc(Nc3cccc(C(F)(F)F)c3)c12 | 0% | · | · | · | · | 2 | 1%

Given as a markdown table: 2 of the compounds above
| Molecule | SNCA expr inhib | GPT2 inh | FLuc inh | NIH3T3 tox | HEK cytotox | IP6K1 inh | SNCA viab count |
| --- | --- | --- | --- | --- | --- | --- | --- |
| Cc1cc(C)c([S+](=O)([O-])c2nnn3c2nc(NC2CC2)c2ccccc23)c(C)c1 | 4% | 4% | · | -17% | -22% | 13 | -2% |
| CCOC(=O)c1c(C)oc2ncnc(Nc3cccc(C(F)(F)F)c3)c12 | 0% | · | · | · | · | 2 | 1% |

(further entries)
SMILES | SNCA expr inhib | GPT2 inh | FLuc inh | NIH3T3 tox | HEK cytotox | IP6K1 inh | SNCA viab count
CC(C)CN1CC[C@H]2COC(=O)N2c2cc(F)ccc2C1 | -4%[87.6 µM] | ? | -8%[230 µM] | -9%[230 µM] | -8%[230 µM] | 4 | -11%[87.6 µM]
CN1CCc2c(sc3c2C(=O)NC(c2ccc(OC(=O)c4ccccc4)cc2)N3)C1 (configuration not stated) | 80%[activator] | · | · | · | · | 1 | 5%
COc1ccc(-c2noc([C@@H]3C[C@H](NCc4ccc(S(C)(=O)=O)cc4)CN3C)n2)cc1 | 155%[activator] | 0% | 45µM* | -29% | ? | 1 | -17%
O=C(c1ccc(C(F)(F)F)cc1)N1CCC(c2nn(-c3ccc(F)cc3)c(=O)[nH]2)CC1 | -17% | -9% | -4% | ? | ? | 21 | -9%
CCc1cccc(C)c1NC(=O)Cn1cccc1-c1nc(-c2ccc3c(c2)OCO3)no1 | -3% | i | 4% | 4% | 5% | 20 | -20%
O=C(Nc1nnc(-c2ccc3c(c2)OCCO3)o1)C1CCCCC1 | · | -3% | · | · | · | -8 | ?
Cc1ccc(-c2cc(C(=O)N3CCC(c4cc(CC(=O)O)[nH]n4)CC3)n[nH]2)o1 | 3% | -2% | -16% | -7% | -18% | 14 | -3%
COc1ccc(CCNC(=O)c2ccc(Cn3c(=O)c4ccccc4n(CC(=O)C(C)(C)C)c3=O)cc2)cc1OC | -12% | · | · | · | · | -12 | ?
O=C1CC2(CCCC2)CC(=O)N1CCNCC1COc2ccccc2O1 (configuration not stated) | -3%[25.6 µM] | 3% | · | · | · | 7 | -7%[23.9 µM]
CC(C)C(=O)N1CCc2nnc([C@@H]3C[C@@H](O)CN3C)n2CC1 | -12% | i | 3% | -1% | -11% | -4 | 1%
CC(C)(C)c1cccc(CN2CCC3(CCNCC3)C2)c1O | -15% | -11% | 1% | 22µM* | 22µM* | -5 | 5%
O=C(COc1ccccc1-n1cnnc1)NC1CCCc2c1[nH]c1ccccc21 (configuration not stated) | 12% | i | 0% | ? | -29% | 0 | 5%
O=C(NC1CC1)c1nc2sccn2c1-c1ccccc1 | 14%[87.6 µM] | i | · | -6%[138 µM] | 1%[172 µM] | 2 | -7%[87.6 µM]
CNC(=O)c1cc(C2CC2)nc2c1c(C1CCN(C(=O)COC)C1)nn2C (configuration not stated) | · | · | · | i | -2% | -5 | ·
COc1ccccc1-c1cccc(CN2CCCC(C(=O)N3CCCC(C)C3)C2)c1 (configuration not stated) | ? | -4% | · | ? | 40µM* | -7 | -7%
CN[C@H](CC(C)C)C(=O)N[C@H]1C(=O)N[C@@H](CC(N)=O)C(=O)N[C@@H]2C(=O)N[C@H]3C(=O)N[C@H](C(=O)N[C@H](C(=O)O)c4cc(O)cc(O)c4-c4cc3ccc4O)[C@H](O)c3ccc(c(Cl)c3)Oc3cc2cc(c3O[C@@H]2O[C@H](CO)[C@@H](O)[C@H](O)[C@@H]2O[C@H]2C[C@](C)(N)[C@H](O)[C@H](C)O2)Oc2ccc(cc2Cl)[C@H]1O | 14% | 2% | · | · | · | · | 5%
CC(=O)N1CCc2c(sc3c2c(=O)n(-c2ccccc2)c(=O)n3CC(=O)Nc2cccc(C)c2)C1 | -26% | · | · | · | · | 22 | -29%
COc1cccc(C(=O)NCC(c2ccc(N(C)C)cc2)N2CCc3ccccc32)c1 (configuration not stated) | -7% | · | · | · | · | 6 | -18%
O=C(c1cc(F)ccc1Cl)N1C[C@@H](CO)[C@H](c2ccccn2)C1 | 21% | -14% | -5% | -7% | -9% | 31 | 4%
CC[C@@]1(C(=O)O)C[C@H](C(=O)NC(CO)CO)[C@H](c2ccc(F)cc2)N1C | -9% | i | -2% | ? | ? | -3 | -2%

Among those listed so far, these contain a tert-butyl group:
SMILES | SNCA expr inhib | GPT2 inh | FLuc inh | NIH3T3 tox | HEK cytotox | IP6K1 inh | SNCA viab count
COc1ccc(CCNC(=O)c2ccc(Cn3c(=O)c4ccccc4n(CC(=O)C(C)(C)C)c3=O)cc2)cc1OC | -12% | · | · | · | · | -12 | ?
CC(C)(C)c1cccc(CN2CCC3(CCNCC3)C2)c1O | -15% | -11% | 1% | 22µM* | 22µM* | -5 | 5%

More entries follow:
SMILES | SNCA expr inhib | GPT2 inh | FLuc inh | NIH3T3 tox | HEK cytotox | IP6K1 inh | SNCA viab count
N#Cc1cccc(C(=O)N2CCC(n3cc(-c4nc(C5CC5)no4)nn3)C2)c1 (configuration not stated) | ? | i | 7% | -14% | ? | -4 | 16%
CN1CC(=O)N(c2ccc(Cl)cc2)Cc2c(NCc3cccs3)ncnc21 | -21% | i | -6% | ? | ? | 1 | 4%
COc1ccc(C(=O)N2CCC(Cc3nncn3C)C2)cc1 (configuration not stated) | 31%[activator] | i | ? | 1% | -26% | 12 | -6%
O=C(c1cc(-c2ccccc2)nc2ccccc12)N1CCc2c(nc[nH]c2=O)C1 | -2% | -10% | ? | ? | ? | 30 | -8%
O=C(COc1ccc(Cl)cc1)N1CCN(Cc2ccc3c(c2)OCO3)CC1 | -4%[25.6 µM] | -9% | · | · | · | 21 | 51%[23.9 µM]
CCc1ccc(-c2[nH]nc3nc(-c4ccc(OC)cc4)cc(C(=O)NCCCOC)c23)cc1 | -12% | · | · | · | · | 10 | 21%
Cc1cccc(N2CCN(C(=O)c3cc4ccc5cccnc5c4[nH]3)CC2C)c1 (configuration not stated) | 91%[activator] | · | · | · | · | 14 | -9%
